# Screens deposited in PubChem by several laboratories.
# Mdm2 ligase inh = inhibitors of human Mdm2 E3 ubiquitin ligase; hit rate 0.11% among 210,000; signal enhancement, % at 5 µM; Q00987; AID 1230; cell-based MDM2 ubiquitination luciferase reporter, 2 h; 0 = plate control, 100 = twice control, blank-subtracted;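 active = signal enhancement of 30% or more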;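 note: luminescence tracks abundance of the self-degrading MDM2-luciferase fusion protein; higher signal means inhibition of MDM2 E3 ligase activity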
#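 Material: stable MDM2–luciferase fusion reporter cells / Quantity: 2000 cells/well / Dosing: single 5 µM compound dose, 0.2% final DMSO / Buffer or medium: DMEM / Schedule: 4 h cell settling then 2 h compound exposure, 37 °C / Detection: luminescence with SteadyLite reagent, 15 min at room temperature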
# Hck-Nef inh = blocks Nef-activated human Hck kinase | AID 463187 | inhibition, % at 20 µM | hit rate 0.68% among 220,000 | Recombinant Hck-YEEI plus Nef, Z-Lyte FRET kinase assay;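 active = Hck-Nef kinase inhibition above about 50%, limit read from the data; inactive = inhibition below that limit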;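 note: 0% = DMSO with Hck plus Nef and 100% = Hck alone without Nef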
# NPY2 pot ag = potentiators or agonists of human neuropeptide Y receptor Y2. P49146. cells expressing NPY-Y2, potentiator/agonist read-out. activation, % at 3.6 µM. hit rate 0.45% among 220,000. AID 1359; in the data active = activation above about 27%;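 note: cells stimulated with NPY near EC25 plus isoproterenol at EC100; 0% = vehicle plus submaximal agonist and 100% = vehicle plus saturating agonist; some results beyond the cut were filed as inactive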
# NPY-Y1 PAM-ag = human NPY-Y1 potentiation or agonism, primary screen; P25929; NPY-Y1 expressing cells, potentiator/agonist activation; activation, % at 3.6 µM; hit rate 0.37% among 220,000; AID 1304; in the data active = activation above about 33%, passing the limit was not always enough;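 note: cells stimulated with NPY at EC10 then isoproterenol at EC100; 0% = low agonist plus stimulus and 100% = saturating agonist plus stimulus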
# p97 ATPase inh = human p97 ATPase inhibition; P55072; recombinant p97 ATPase, Kinase-Glo ATP luminescence, 3 h; inhibition, % at 8 µM; hit rate 0.42% among 220,000; AID 1481; in the data active = inhibition above about 15%;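 note: 0% = DMSO vehicle and 100% = wells lacking enzyme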
# Target sequence (P55072 whole entry, looked up): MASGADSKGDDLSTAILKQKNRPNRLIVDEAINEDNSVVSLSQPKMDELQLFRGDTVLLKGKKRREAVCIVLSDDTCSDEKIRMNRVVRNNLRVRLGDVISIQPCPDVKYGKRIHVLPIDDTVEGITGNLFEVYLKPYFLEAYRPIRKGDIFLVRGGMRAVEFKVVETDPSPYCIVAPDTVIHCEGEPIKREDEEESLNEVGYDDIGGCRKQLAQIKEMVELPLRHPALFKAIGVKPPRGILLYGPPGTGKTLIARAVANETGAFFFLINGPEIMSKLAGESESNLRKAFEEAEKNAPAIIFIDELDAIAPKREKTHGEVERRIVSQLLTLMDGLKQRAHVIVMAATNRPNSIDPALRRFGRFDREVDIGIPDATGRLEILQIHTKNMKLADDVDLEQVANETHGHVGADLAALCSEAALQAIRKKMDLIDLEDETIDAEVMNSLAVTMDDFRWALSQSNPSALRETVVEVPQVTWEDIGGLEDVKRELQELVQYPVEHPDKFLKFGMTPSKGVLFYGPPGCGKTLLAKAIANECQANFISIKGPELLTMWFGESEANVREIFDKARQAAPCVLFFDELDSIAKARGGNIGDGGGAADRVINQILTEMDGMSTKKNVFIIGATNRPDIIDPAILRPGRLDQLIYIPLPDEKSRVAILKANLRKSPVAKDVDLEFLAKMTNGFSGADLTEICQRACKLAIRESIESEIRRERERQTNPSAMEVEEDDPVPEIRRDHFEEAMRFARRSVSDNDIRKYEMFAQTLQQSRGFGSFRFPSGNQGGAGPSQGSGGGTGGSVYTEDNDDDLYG
# Runt-SMMHC FRET = Runt domain-CBFb-SMMHC interaction inhibition | hit rate 0.74% among 220,000 | inhibition, % at 20 µM | AID 1434 | Cerulean-Runt/Venus-CBFb-SMMHC FRET ratio 530/480, 1 h;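 active = mean inhibition across duplicate retests at 20 µM reaching about 50%, limit read from the data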;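 note: 0% = DMSO wells and 100% = wells with excess untagged CBFb-SMMHC; inhibitors lower the FRET ratio by blocking Runt binding to CBFb-SMMHC; some results filed as inactive read as strong as hits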
# RBBP9 inhibitor = blocks human serine hydrolase RBBP9; O75884; recombinant RBBP9, FP-Rh probe fluorescence polarization; inhibition, % at 7.94 µM; hit rate 0.2% among 220,000;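 active = inhibition above the campaign mean of all tested compounds plus 3 SD, cut at about 14% in these data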;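 note: plate controls were DMSO wells with RBBP9 for no effect and wells lacking RBBP9 protein for full effect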
# Target sequence (O75884 whole entry, looked up): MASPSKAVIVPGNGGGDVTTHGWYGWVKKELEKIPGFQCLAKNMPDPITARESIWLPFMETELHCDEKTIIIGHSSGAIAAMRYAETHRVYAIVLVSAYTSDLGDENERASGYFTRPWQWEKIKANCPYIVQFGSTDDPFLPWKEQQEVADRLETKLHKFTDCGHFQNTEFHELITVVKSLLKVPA
#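 Measured by: FP readout at 525/598 nm; material: recombinant human RBBP9; also added: Serine-hydrolase probe FP-Rh, 375 nM pre-mixing; medium: Tris buffer pH 8.0, NaCl, Pluronic; replication: one well per compound; doses: one concentration, 7.94 µM nominal, 0.794% DMSO; timing: preincubation 30 min plus labeling 45 min at 25 °C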
# Runt-CBFb FRET = inhibitors of human RUNX1 Runt domain binding to CBFb | Q01196+Q13951 | Cerulean-Runt/Venus-CBFb FRET ratio 530/480, 1 h | inhibition, % at 20 µM | hit rate 0.46% among 220,000 | AID 1496;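 active = inhibition over about 50% at 20 µM in the single-dose screen, limit read from the data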;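 note: 0% = DMSO wells and 100% = excess unlabeled CBFb competitor control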
#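 Measured by: fluorescence energy transfer, 422 nm excitation, 530/480 nm emission; test system: Cerulean-tagged RUNX1 Runt domain (FRET donor) fusion protein; buffer or medium: Tris pH 7.5 buffer with BSA; compound: one dose, 20 µM compound, 1% DMSO; times: two 1 h room-temperature incubations shielded from light; benchmarks: unlabeled CBFb 5 µM, positive control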
# NPY-Y1 antag = antagonists of human neuropeptide Y receptor Y1. P25929. HEK293-CNG Y1 cells, membrane potential fluorescence; NPY at EC95, then isoproterenol. inhibition, % at 3.6 µM. hit rate 1% among 200,000. AID 1040;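 active = inhibition above the campaign mean inhibition of all tested compounds plus 3 SD, cut at about 20% in these data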;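 note: 0% = DMSO wells given NPY plus isoproterenol and 100% = isoproterenol alone without NPY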
#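 Assay system: HEK293 cells with Y1 receptor plus CNG channel | Probe or stimulus: NPY (25 nM), isoproterenol (1 µM), Ro 20-1724 (25 µM) | Timing: Compound incubation 1 h at room temperature, readout 45 min post-stimulation | Measured by: Membrane-potential fluorescent dye readout | Benchmarks: High control isoproterenol alone, low control NPY with isoproterenol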
# The depositor's hits bear a star; . = not tested or not shown; & = joins results of further samples.
SMILES,Mdm2 ligase inh,Hck-Nef inh,NPY2 pot ag,NPY-Y1 PAM-ag,p97 ATPase inh,Runt-SMMHC FRET,RBBP9 inhibitor,Runt-CBFb FRET,NPY-Y1 antag
CCOC(=O)N1CCN(C(=O)COc2ccc(S(=O)(=O)Nc3ccc(OCC)cc3)cc2)CC1,-21.7,0.8,-5.1,8.5,0.4,2.1,-5.7,-3.0,-6.8
Cc1nccn1CC(=O)N/N=C/c1ccccc1O,-5.9,-30.4,-29.4,-10.9,6.2,-2.1,4.3,4.0,.
COc1ccc(-c2ccc(-c3noc(-c4cccs4)n3)c(OC)n2)cc1,-10.4,12.9,-4.9,2.4,-1.0,-68.2,-10.4,9.8,4.3
Cc1sc2c(c1C)CN(C1CC(C)(C)NC(C)(C)C1)CN2C(=O)c1ccco1,7.4,1.7,-4.5,-8.3,-3.5,2.6,-2.9,2.3,-1.0
COc1ccc(CN2CN(C3CCCC3)CSC2=S)cc1,-9.1,22.4,0.5,3.4,6.2,0.5,5.8,4.2,0.0
O=C1c2ccccc2C(=O)N1Cc1nc(-c2ccccn2)no1,-3.2,-11.5,7.0,-13.8,5.9,1.4,0.3,0.7,1.5
COc1cc2c(cc1OC)C(C)N(C(=S)Nc1ccccc1)CC2 (centres undefined),-14.8,3.0,9.3,-17.3,-3.2,3.4,-4.4,-0.2,0.8
O=C(Nc1ccc(Cl)cc1)N1CCC(c2nc(-c3cccs3)no2)CC1,-7.6,1.7,-9.0,3.8,2.1,-4.3,-6.7,-0.4,9.0
Cn1ncc2c(Nc3ccc([N+](=O)[O-])cc3)nc(Cl)nc21,-7.8,10.8,0.4,12.8,1.8,-1.6,0.3,3.1,.
Cc1ccc(N2C(=O)[C@@H]3C(C(=O)CCN4C(=O)c5ccccc5C4=O)=NN[C@@H]3C2=O)cc1,-13.9,0.3,-1.8,2.4,-7.2,-5.8,-5.3,-3.9,1.5
CN(C)c1nc(SCCOC(=O)c2ccccc2)nc(N(C)C)n1,-11.8,0.9,-16.8,-41.9,-5.3,-6.5,3.5,-2.1,14.7
CCOC(=O)/C=C1\SCC(=O)N1CC(=O)Nc1ccc(C(C)C)cc1,2.2,2.0,-10.5,15.4,0.4,-2.5,-4.0,-2.0,-3.7
Cc1ccc(C(=O)NCCSc2ccccc2)cc1S(=O)(=O)Nc1ccccc1,-6.1,-1.1,2.3,13.5,-3.0,-2.8,-17.3,0.0,-0.1
O=[N+]([O-])c1ccc(SCCc2ccncc2)cc1,-11.1&3.5,-33.0&-16.4,-4.6&5.3,15.9&23.9,3.2&7.9,6.1&-4.2,0.9&11.9,14.4&48.9,.
Cc1ccc(NC(=O)C2(c3ccccc3)CCOCC2)c([N+](=O)[O-])c1,-1.1,5.6,5.3,0.3,2.1,1.1,-4.8,-0.4,12.9

# As a working copy, 3 of the compounds above:
SMILES,Mdm2 ligase inh,Hck-Nef inh,NPY2 pot ag,NPY-Y1 PAM-ag,p97 ATPase inh,Runt-SMMHC FRET,RBBP9 inhibitor,Runt-CBFb FRET,NPY-Y1 antag
CCOC(=O)N1CCN(C(=O)COc2ccc(S(=O)(=O)Nc3ccc(OCC)cc3)cc2)CC1,-21.7,0.8,-5.1,8.5,0.4,2.1,-5.7,-3.0,-6.8
Cc1nccn1CC(=O)N/N=C/c1ccccc1O,-5.9,-30.4,-29.4,-10.9,6.2,-2.1,4.3,4.0,.
COc1ccc(-c2ccc(-c3noc(-c4cccs4)n3)c(OC)n2)cc1,-10.4,12.9,-4.9,2.4,-1.0,-68.2,-10.4,9.8,4.3

# (cont.)
SMILES,Mdm2 ligase inh,Hck-Nef inh,NPY2 pot ag,NPY-Y1 PAM-ag,p97 ATPase inh,Runt-SMMHC FRET,RBBP9 inhibitor,Runt-CBFb FRET,NPY-Y1 antag
COC(=O)CNC(=O)/C=C/c1cc(Br)ccc1OC,-28.4,11.8,5.9,9.1,4.0,1.5,-3.2,-1.6,-1.8
O=[N+]([O-])c1ccccc1/C=N/n1c(COc2ccccc2)n[nH]c1=S,-6.5,-0.2,-3.7,-21.1,0.9,13.8,4.3,10.3,-3.5
CCc1ccc2c(c1)C(NC(C)=O)C(=O)N2CC (centres undefined),-7.5,18.5,-8.3,-7.3,0.5,1.5,-1.1,-0.7,-6.2
N/C(=N\OC(=O)c1cc(Br)ccc1Cl)c1ccccn1,-26.0,12.4,-14.3,-18.3,-1.6,0.3,2.0,2.3,2.8
COc1cc(-c2nc(-c3ccc(NC(=O)c4ccc(Br)o4)cc3)no2)cc(OC)c1OC,-11.7,10.9,4.4,-32.3,1.6,0.0,-5.2,-0.1,4.0
Nc1ccc(C(=O)OCc2nc3ccccc3s2)cc1,-7.4,-25.9,-15.8,-31.3,2.2,-0.5,-0.3,-1.5,-2.4
COC(=O)NNC1=CC(=O)CC(C)(C)C1,-41.8,18.6,-20.9,5.5,-1.4,2.8,-7.3,1.7,5.0
CCOc1cc(C(=O)N(C)c2ccccc2)cc(OCC)c1OCC,7.7,1.1,-4.7,3.0,-2.3,-2.4,-5.5,-0.2,2.1
O=C(c1ccc2snnc2c1)N1CCCCC1,-6.0,4.5,4.1,-18.5,-5.1,-2.1,-10.5,-1.9,-3.3
Cc1coc2c(O)cc3c(c12)OC1(N2CCCCC2)C(=O)NCCCC31 (centres undefined),-1.9,4.5,93.0*,90.8*,6.8,24.8,-4.0,7.9,-11.6
O=C(CCn1cccc1)Nc1ccccc1F,-4.5,1.1,-7.9,-0.3,5.0,-3.2,4.1,0.3,-4.8
O=C(c1cc([N+](=O)[O-])cc([N+](=O)[O-])c1)N(c1ccccn1)c1ccccn1,-13.6,-4.0,3.5,-17.3,-6.0,3.7,-4.7,1.8,-5.3
Cc1ccc(/C=N/NC(=O)CSCc2ccc(Cl)cc2)cc1,-19.2,0.8,-25.0,-51.6,-3.0,0.5,-11.3,-4.6,10.2
CCn1nnnc1SCC(=O)Nc1ccc(OC)cc1,13.7,10.8,-21.6,-19.9,-2.9,-1.5,-2.5,-0.5,-1.2
C=CCn1cc([N+](=O)[O-])nc1C,1.5,4.7,2.6,-13.8,5.5,-0.4,-2.3,-0.2,0.1
Cc1cc(N2C(=O)[C@@H]3[C@H](C2=O)[C@@H]2C[C@H]3C(Br)C2Br)no1 (some centres undefined),-3.1,3.9,-1.6,2.0,4.1,-3.1,-6.6,-1.9,.
C/C(=N\n1nnnc1Nc1ccccc1)c1ccc(N)cc1,-2.4,-0.7,-12.6,0.3,-2.6,0.2,-2.6,-2.4,6.5
COc1ccccc1NC(=O)c1cc2c(=O)n(C)c3ccccc3c2n1C,-12.2,27.5,-35.4,-25.2,1.3,1.5,-2.0,5.6,.
Cc1ccc(NC(=O)c2ccc(F)c(S(=O)(=O)N3CCOCC3)c2)cc1F,-1.1,-1.1,10.7,9.7,3.6,1.0,-5.0,4.2,-6.0
CCc1nnc(NC(=O)c2cnccn2)s1,-18.0,6.4,-16.2,2.2,-2.0,3.0,-1.2,0.9,-1.5
O=c1[nH]c2ccc(NC(=S)Nc3ccc(Cl)cc3)cc2[nH]1,-3.6,2.0,-5.0,0.4,-0.7,-3.5,1.5,2.0,-0.8
Cn1nc([N+](=O)[O-])nc1Sc1ccc(C(C)(C)C)cc1,-26.9,0.9,5.1,36.0,1.1,-0.6,-3.6,1.2,2.1
CSc1ccccc1C(=O)OCC(=O)NC1CCS(=O)(=O)C1 (centres undefined),-0.4,35.9,-8.2,-15.1,1.1,2.5,0.8,-1.1,-4.5
Cc1ccccc1-c1nc(CN2CCCC(C(=O)NCc3cccnc3)C2)c(C)o1 (centres undefined),-21.8,-0.7,-13.7,3.3,-4.8,-8.3,-5.6,-0.5,-4.3
CCCCN(C(=O)NC(=O)Nc1nc2ccc(OC)cc2s1)S(C)(=O)=O,-12.4,0.6,19.4,13.0,5.0,0.9,-0.4,-0.6,-2.1
CC(C(=O)N1CCOCC1)N1C(=O)C2C3CC(C(Br)C3Br)C2C1=O (centres undefined),-6.5,-0.7,-0.4,-15.8,-1.8,-0.1,1.1,-0.4,3.1
O=C(Nc1cccc(C(=O)N2CCN(c3ccc(F)cc3)CC2)c1)c1ccccc1,-11.2,-16.3,-1.7,-2.0,-1.6,-0.1,-2.6,0.9,2.9
CSc1c(-c2ccccc2)nc2ccccc2c1C(=O)O,-15.2,-0.9,0.3,4.6,3.9,3.1,6.2,-1.2,-0.6
CC(C)CCN1CCN(Cc2ccon2)CC1CCO (centres undefined),10.7,-4.0,-7.0,5.7,0.2,-7.4,-3.1,1.3,1.0
CC(=O)Nc1ccc(NC(=O)/C=C/c2ccc3c(c2)OCO3)cc1,-4.2,-9.6,-14.2,8.3,3.2,-3.9,-9.4,0.1,-4.5
O=C(c1ccc(COc2ccccc2Cl)o1)N1N=C(C(F)F)CC1(O)C(F)F (centres undefined),4.7,8.1,12.8,6.8,-3.5,-2.3,-9.2,-3.4,-6.3
O=C(NCC1(c2ccccc2)CCCC1)c1ccco1,0.4,17.2,0.4,10.3,1.8,1.9,-8.0,1.3,-4.8
COc1ccc(-c2cc3nc4n(c(=O)c3s2)CCCCC4)cc1,-25.6,7.2,-29.0,-23.1,-1.7,-2.1,-1.5,-4.3,.
CSc1nc2cc(Oc3cccc(Cl)c3Cl)c(Cl)cc2[nH]1,.,.,16.5,15.5,-0.9,4.7,-28.2,4.4,-4.4
O=C(Oc1ccccc1C(=O)N1CCOCC1)c1ccccc1,-5.1,7.3,7.1,-12.1,-1.0,-0.4,-2.5,0.3,-0.4
O=C(Nc1ccc(N2CCOCC2)c(Cl)c1)c1ccccc1F,-26.8,3.0,-10.8,-4.8,-1.2,-1.8,-9.8,-0.1,5.1
CCn1c(C(=O)N2CCCC(C(=O)NCCc3ccc(C)cc3)C2)cc2sccc21 (centres undefined),-11.2,-1.3,-10.1,-16.5,-7.0,-1.9,-6.9,-3.9,3.5
CCOC(=O)c1sc2nc(C)nc(NCCc3ccccn3)c2c1C,-7.8,20.4,3.0,-7.4,-1.4,-3.1,-8.6,-2.6,-0.5
Cc1ccc(S(=O)(=O)Nc2ccccc2C(=O)Nc2ccc(S(=O)(=O)Nc3nccc(C)n3)cc2)cc1,-8.2,-15.7,4.0,-3.9,0.2,2.2,-9.8,-2.3,-2.6
O=C(Cc1ccc(F)cc1)Nc1ccc(S(=O)(=O)N2CCCCC2)cc1,-3.0,17.5,13.4,9.8,-1.6,1.1,-7.6,-0.3,-1.9
